# SR-BI uptake up: enhances SR-BI lipid uptake from DiI-HDL | CHO ldlA[mSR-BI] cells, DiI-HDL uptake fluorescence, 3 h; 100 = double the neutral-control signal | actives 0.096% (n = 320,000) | activation, % at 12.5 µM | AID 504775;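 active = mean replicate activation of at least 60% and every replicate at or above 60%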;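 note: 0% = median plate neutral-control signal and 100% = twice that signal; values of inactives mirror those of a sister screen read the other way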
#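 Assay system: CHO ldlA[mSR-BI] cells, LDL receptor-null, SR-BI overexpressing; medium: Ham's F12 with 0.5% BSA, HEPES 25 mM, pH 7.4; also added: DiI-HDL 10 µg/mL; timing: 3 h uptake period with compound, 37 °C; signal: DiI fluorescence, bottom read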
# CAL PDZ FP-1: human CAL PDZ-peptide interaction inhibition; inhibition, % at 20 µM; AID 504414; Q9HD26; actives 0.02% (n = 330,000); purified CAL PDZ, TMR-peptide fluorescence polarization, 1 h;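 active = highest replicate inhibition of at least 40%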;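 note: plate controls were DMSO neutral control wells for no effect and unlabeled competitor peptide control wells for full effect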
#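 Test system: purified CerCALP PDZ construct; Compound dosing: one concentration, 20 µM compound; Also added: TMR-labelled reporter peptide T*-PRC34 bound in PDZ groove; Read-out: inhibition from polarization loss; Controls: unlabelled peptide and DMSO controls; Signal: FP readout, S and P plane fluorescence; Incubation: 1 h at RT.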
# MITF act: MITF TRPM1 promoter activation in melanoma cells; AID 588334; SK-MEL-5 TRPM1-promoter luciferase, 24 h; % of positive control, neutral wells = 0; actives 0.75% (n = 300,000); activation, % at 12.5 µM;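 active = mean activation of at least 80% with every replicate also reaching 80%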;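 note: 0% = neutral control wells and 100% = parthenolide positive control wells; values of inactives mirror those of a sister screen read the other way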
# E coli growth: bacterial growth inhibition, counter-screen for AddAB inhibitors; E. coli V3065 growth, OD600 absorbance, 18 h; inhibition, % at 11.9 µM; actives 0.27% (n = 330,000); AID 449728;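 active = inhibition above the campaign's mean inhibition across all tested compounds plus 3 SD, cut at about 9.9% in these data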;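 note: uninfected addAB+ strain grown without phage in ampicillin broth; 0% = DMSO wells and 100% = ciprofloxacin 0.95 µg/ml wells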
# Wnt bcat act: Wnt/beta-catenin pathway activation; AID 743398; actives 1.2% (n = 300,000); Wnt/beta-catenin reporter cell assay, activator, plate reader; activation, % at 9.35 µM; in the data active = activation above about 30%, passing the limit was not always enough;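 note: 0% = neutral control wells and 100% = positive control wells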
# CAL PDZ FP-2: inhibitors of human CAL PDZ peptide binding | inhibition, % at 24.9 µM | purified CAL PDZ, TMR-peptide fluorescence polarization, 1 h | AID 602252 | actives 0.92% (n = 300,000) | Q9HD26;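 active = mean inhibition of at least 30% with at least half of replicates also reaching 30%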;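 note: 0% = DMSO neutral control and 100% = excess unlabeled competitor peptide PRC23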
# phage Ecoli inh: E. coli growth loss with phage present. AID 651602. growth absorbance. actives 0.26% (n = 360,000). inhibition, % at 11.9 µM; in the data active = inhibition above about 11%
# Tat export inh: inhibitors of E. coli Tat protein transport. E. coli MC4100 TorA-mCherry Tat export, fluorescence. inhibition, % at 10 µM. actives 0.036% (n = 340,000);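 active = mean replicate inhibition at least 50% and at least half of replicates individually reaching 50%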;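 note: exported cargo escapes ClpAP degradation while cytoplasmic cargo is degraded and loses fluorescence; 0% = median of neutral control wells and 100% = median of NaSCN control wells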
# AddAB inh: less growth of phage-infected E. coli with AddAB. E. coli expressing H. pylori AddAB, absorbance growth. inhibition, % at 11.9 µM. actives 0.29% (n = 330,000); in the data active = inhibition above about 12%;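 note: 0% = vehicle wells of infected cells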
# SR-BI DiI inh: inhibitors of mouse SR-BI mediated HDL lipid uptake. inhibition, % at 12.5 µM. Q61009. AID 488896. actives 0.96% (n = 320,000). ldlA[mSR-BI] CHO cells, DiI-HDL uptake fluorescence, 3 h;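 active = mean replicate inhibition of at least 70% and a set share of replicates each scoring 70 or more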;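 note: 0% = median of neutral control wells and 100% = median of positive control wells; values of inactives mirror those of a sister screen read the other way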
# Target sequence (Q61009 whole entry, looked up): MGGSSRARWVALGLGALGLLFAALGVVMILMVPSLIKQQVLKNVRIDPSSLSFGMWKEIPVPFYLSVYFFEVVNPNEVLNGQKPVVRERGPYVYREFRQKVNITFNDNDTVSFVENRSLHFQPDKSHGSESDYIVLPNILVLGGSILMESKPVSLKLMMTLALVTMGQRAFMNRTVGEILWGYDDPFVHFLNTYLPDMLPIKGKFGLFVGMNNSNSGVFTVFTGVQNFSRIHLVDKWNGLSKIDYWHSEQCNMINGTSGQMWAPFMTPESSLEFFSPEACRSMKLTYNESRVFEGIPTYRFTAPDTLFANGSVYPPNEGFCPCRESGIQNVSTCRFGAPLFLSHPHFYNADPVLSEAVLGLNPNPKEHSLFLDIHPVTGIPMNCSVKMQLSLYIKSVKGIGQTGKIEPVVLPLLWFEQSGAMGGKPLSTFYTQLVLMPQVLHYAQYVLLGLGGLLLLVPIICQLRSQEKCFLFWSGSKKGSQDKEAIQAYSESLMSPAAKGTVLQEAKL
# Starred values were filed as active, the others as inactive; . = no result given.
canonical_smiles	SR-BI uptake up	Wnt bcat act	Tat export inh	phage Ecoli inh	CAL PDZ FP-1	E coli growth	MITF act	CAL PDZ FP-2	AddAB inh	SR-BI DiI inh
Cc1ccc(Cl)cc1Nc1nc(-c2cccnc2)cs1	-21.1	17.2	1.7	3.9	0.0	-1.9	5.0	-5.4	-0.4	21.1
CN(CC(=O)NC(=O)NC1CCCCC1)CC(=O)Nc1ccc(OC(F)(F)F)cc1	5.4	1.7	28.5	-0.1	-2.0	0.3	-8.2	-5.8	2.2	-5.4
CCOC(=O)C1=C(C)NC(SC)=NC1c1ccccc1 (stereo not drawn)	-21.5	-2.3	-0.4	5.4	-1.9	-0.2	4.5	0.1	1.3	21.5
CCCOc1ccc(C(=O)O)cc1	25.8	1.1	-1.4	-0.5	1.0	0.1	6.4	76.5*	0.9	-25.8
COc1cc(C(=O)NNC(=O)Nc2ccc([N+](=O)[O-])cc2)cc(OC)c1OC	0.6	-5.4	-2.4	7.4	0.3	1.3	0.8	-2.6	1.7	-0.6
O=c1ccnc(SCCC(F)=C(F)F)[nH]1	9.9	0.3	-5.4	2.7	0.4	-0.2	-9.9	3.8	0.0	-9.9
COC(=O)CCN1CCN(S(=O)(=O)c2ccc3c(c2)OCCO3)CC1	15.9	-2.4	3.8	1.6	-0.5	0.9	3.2	-6.3	-9.1	-15.9
Cn1cc(S(=O)(=O)Nc2ccc(Oc3ccccc3)cc2)c(=O)n(C)c1=O	-5.4	1.1	-4.7	3.7	-0.4	-0.1	-2.7	-6.7	3.0	5.4
CN(N=Cc1cccc2cccnc12)c1ccc([N+](=O)[O-])cc1[N+](=O)[O-]	-21.0	-7.2	2.4	-0.2	-1.6	.	16.6	-1.9	.	21.0
CCc1cc(-c2nc(N)ncc2-c2csc(C)n2)c(O)cc1OC	-33.2	-5.0	6.8	4.0	-1.5	1.5	-5.4	0.8	1.6	33.2
COc1ccc(-c2nc(-c3ccc(O)cc3O)cs2)cc1OC	-91.1	6.8	-2.3	-0.6	0.6	.	51.9	-2.2	.	91.1*
O=C(NC1CC1)c1ccc(NS(=O)(=O)c2ccccc2)cc1	22.1	-2.9	-0.1	0.6	-0.2	1.9	0.8	2.1	-3.7	-22.1
Cn1ncc(C(=O)Nc2ccc(OC(F)(F)F)cc2)c1-n1cccc1	-15.7	10.5	5.0	3.0	-0.5	1.0	-5.4	.	0.4	15.7
CCC(C)n1c(SCC(=O)NC(=O)c2cccn2C)nc2ccccc2c1=O (stereo not drawn)	-20.3	-3.1	5.2	-1.1	-0.2	-1.3	-5.8	-3.1	2.6	20.3
Cc1cccc(Oc2ccc(NC(=O)C3=CC=CN4CCS(=O)(=O)N=C34)cc2)c1	-2.1	1.4	7.5	0.3	-1.7	0.2	16.9	-10.1	-1.1	2.1
CCCNC(=O)C12CCC(C)(C(=O)O1)C2(C)C (stereo not drawn)	.	-0.9	.	3.3	.	-0.2	.	.	0.1	.
O=C(c1ccc(Cl)s1)N1CCN(c2ncccn2)CC1	-5.2	15.7	1.3	1.2	0.5	-2.0	10.8	-6.9	-0.4	5.2
Cc1cc(C(=O)Nc2cccnc2)no1	9.1	0.1	1.7	.	-0.2	2.4	-1.5	.	5.7	-9.1
O=C(O)C(Cc1c[nH]c2ccccc12)NS(=O)(=O)c1ccc2ccccc2c1 (stereo not drawn)	12.0	-1.5	4.3	1.0	-4.2	1.7	-20.3	0.6	1.7	-12.0
COCCN(C(=O)COC(=O)C12CC3CC(CC(C3)C1)C2)c1c(N)n(Cc2ccccc2)c(=O)[nH]c1=O	-0.9	-0.1	1.2	0.5	0.0	.	-11.6	-1.0	.	0.9
Cc1ccc(S(=O)(=O)N2CCN(C(=O)c3n[nH]c4ccccc34)CC2)cc1	-1.9	0.3	3.6	5.6	-0.8	-1.2	-10.3	-9.2	1.6	1.9
COc1cc(/C=C2/C(=N)N3C=CSC3=NC2=O)ccc1OCCOc1ccc(NC(C)=O)cc1	-14.4	-3.8	-4.8	2.8	-2.3	0.6	69.8	-0.2	1.7	14.4
CCCS(=O)(=O)N1CCN(Cc2ccc3c(c2)c2ccccc2n3CC)CC1	0.9	.	11.8	0.2	0.2	-2.0	-6.7	-3.7	0.3	-0.9
O=C(N/N=C/c1cn[nH]c1-c1ccccc1)c1ccco1	-7.6	1.9	-8.1	2.5	-0.7	3.3	-12.2	.	1.9	7.6
S=C1NC[C@H](Cc2ccccc2)N1CC1CCN(CCCC2CCCC2)CC1	-8.9	-1.5	3.4	4.5	-2.1	.	18.2	16.6	.	8.9
CN(C)CCN(C(=O)c1ccccc1Cl)c1nc2c(Cl)cccc2s1	27.6	.	-3.5	5.0	-6.6	1.1	-7.5	-6.6	2.8	-27.6
O=S(=O)(c1ccc(Cl)cc1)N1CCCC1c1nc2ccccc2s1 (stereo not drawn)	26.8	1.6	5.8	1.5	-1.1	-2.2	1.4	-1.0	3.9	-26.8
CCN(CC)c1ccc(CC(=O)NC(C)Cc2ccccc2)cc1 (stereo not drawn)	-12.4	.	-4.7	2.3	-1.2	0.3	5.2	22.3	-1.3	12.4
O=C(Nc1ccc([N+](=O)[O-])cn1)C1CC1	18.0	5.9	-0.7	2.1	-1.9	1.0	11.7	-1.2	3.4	-18.0
O=C(COc1ccc(-n2cnnn2)cc1)N1CCN(c2ccc(F)cc2)CC1	-8.8	1.7	-0.9	3.5	1.0	-0.2	8.0	-3.7	-0.2	8.8
Cc1ccc(S(=O)CCNC(=O)Cc2ccccc2)cc1 (stereo not drawn)	-6.3	-1.1	-4.8	5.6	0.1	-0.7	-1.8	-2.3	0.5	6.3
COc1ccc(/C=N/Nc2cc(C)nc(N3CCOCC3)n2)cc1	-44.2	-5.0	-0.1	3.5	0.2	0.2	.	-0.5	1.6	44.2
O=C(Nc1ccc(S(=O)(=O)N2CCCC2)cc1)c1ccc([N+](=O)[O-])cc1	-12.5	-2.4	-7.7	0.2	-1.4	0.3	-2.1	-0.2	5.8	12.5
O=C(CSc1nnc(-c2ccccc2Cl)o1)Oc1ccc(Br)cc1	21.6	.	-2.0	2.0	-1.7	0.8	4.7	3.4	4.4	-21.6
COc1ccc(OC)c(CNC(=O)CCCn2ccc3cc(S(=O)(=O)N4CCCC4)ccc32)c1	-2.4	-1.2	-2.1	1.8	-0.3	-1.3	-12.5	0.2	1.7	2.4
Cc1onc(-c2ccccc2Cl)c1C(=O)OCC(=O)Nc1cccc(S(=O)(=O)N2CCOCC2)c1	-40.0	-1.9	3.7	4.4	-0.4	-0.2	-16.6	-4.8	1.2	40.0
Cc1noc(C)c1C(=O)Nc1cccc2ncccc12	.	0.8	13.6	2.1	-1.2	0.4	0.3	1.7	2.7	.
O=c1c(Cl)c(Nc2cccc(Cl)c2)cnn1-c1nc2ccccc2s1	-4.3	2.9	10.2	2.9	-3.4	-1.6	12.0	-0.8	-0.4	4.3
CCOc1ccccc1-c1c2cc(O)c(=O)cc-2oc2cc(O)c(O)cc12	-72.9	.	11.7	.	126.3*	.	-28.6	42.5*	.	72.9*
O=C(O)CC1(CC(=O)NCc2ccccn2)CCCCC1	6.0	-0.6	3.3	0.8	-1.2	1.6	9.7	.	0.9	-6.0
O=C(CCN1CCCC1)c1cccs1	0.2	3.0	-5.2	2.3	-0.2	-1.7	1.9	-7.4	-0.2	-0.2
Cn1cc(CN(CCCN2CCOCC2)C(=S)Nc2cccc(Cl)c2)c2ccccc21	-7.2	-3.2	-6.5	3.2	-0.2	-0.1	-8.0	-1.3	-0.5	7.2
CCN(CC)CCNc1nc(-c2ccco2)c2c(c1C#N)CC(C)(C)OC2	1.5	.	-0.4	0.5	-0.4	-1.8	.	-3.8	0.7	-1.5
Cc1ccc(Cl)cc1NC(=S)N1CCCCCC1	-21.0	.	-1.5	.	-0.9	.	14.5	-2.0	.	21.0
CC(=O)Nc1cccc(NC(=O)c2ccccc2OCc2c(C)noc2C)c1	20.1	12.3	9.9	4.8	-1.2	-1.8	4.0	-0.4	0.9	-20.1
CCCCCCC(C)n1[nH]c(=O)c2c(C)cc(C)nc21 (stereo not drawn)	.	-3.5	-1.6	2.8	-1.3	-2.9	5.9	-2.6	0.1	.
CC(Sc1nnnn1C)C(=O)NC1CCCc2ccccc21 (stereo not drawn)	35.6	-1.0	6.4	4.3	-0.9	2.7	2.3	-4.0	4.4	-35.6
O=C(O)c1ccccc1C(=O)Nc1c(-c2ccccc2)nc2ccccn12	22.5	3.2	-4.1	-0.9	-0.6	-0.1	.	-3.7	1.8	-22.5
COc1ccc(Cc2nnc(Nc3ccc4c(c3)OCCO4)[nH]c2=O)cc1	23.4	-1.2	-7.4	4.3	-1.5	-0.2	-17.7	-1.6	1.2	-23.4
Cc1cccc(-c2noc(CN(C(=O)c3ccc4c(c3)OCO4)C(C)C)n2)c1	4.2	-1.0	-1.9	-1.2	-0.7	-0.5	.	-1.7	0.6	-4.2
Cc1ccc(CNC(=O)CSc2nc3ccsc3c(=O)n2Cc2ccc(C(=O)O)cc2)cc1	25.9	6.4	-4.2	3.2	-1.0	0.5	-7.7	.	3.1	-25.9

# Structures above that contain an NH in an aromatic ring (7):
canonical_smiles	SR-BI uptake up	Wnt bcat act	Tat export inh	phage Ecoli inh	CAL PDZ FP-1	E coli growth	MITF act	CAL PDZ FP-2	AddAB inh	SR-BI DiI inh
O=c1ccnc(SCCC(F)=C(F)F)[nH]1	9.9	0.3	-5.4	2.7	0.4	-0.2	-9.9	3.8	0.0	-9.9
O=C(O)C(Cc1c[nH]c2ccccc12)NS(=O)(=O)c1ccc2ccccc2c1 (stereo not drawn)	12.0	-1.5	4.3	1.0	-4.2	1.7	-20.3	0.6	1.7	-12.0
COCCN(C(=O)COC(=O)C12CC3CC(CC(C3)C1)C2)c1c(N)n(Cc2ccccc2)c(=O)[nH]c1=O	-0.9	-0.1	1.2	0.5	0.0	.	-11.6	-1.0	.	0.9
Cc1ccc(S(=O)(=O)N2CCN(C(=O)c3n[nH]c4ccccc34)CC2)cc1	-1.9	0.3	3.6	5.6	-0.8	-1.2	-10.3	-9.2	1.6	1.9
O=C(N/N=C/c1cn[nH]c1-c1ccccc1)c1ccco1	-7.6	1.9	-8.1	2.5	-0.7	3.3	-12.2	.	1.9	7.6
CCCCCCC(C)n1[nH]c(=O)c2c(C)cc(C)nc21 (stereo not drawn)	.	-3.5	-1.6	2.8	-1.3	-2.9	5.9	-2.6	0.1	.
COc1ccc(Cc2nnc(Nc3ccc4c(c3)OCCO4)[nH]c2=O)cc1	23.4	-1.2	-7.4	4.3	-1.5	-0.2	-17.7	-1.6	1.2	-23.4

# Compound activity as filed in PubChem.
